# Bioassay records from PubChem.
# GCN5L2 inh: qHTS Assay for Inhibitors of GCN5L2 | Histone acetyltransferase KAT2A (Homo sapiens), Q92830 | GCN5L2 HAT assay, ThioGlo1 CoA-SH fluorescence | Potency, µM (top dose mostly 58.9 µM), for inactives: at the highest dose activity change, negative = inhibition, most hits filed as inhibitors | hit rate 0.21% among 390,000
#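 qHTS, 1536-well. 20nM enzyme, pH 7.5 HEPES/EDTA/Tween-20 buffer; 15 min compound preinc., RT. Start: 75uM H3(1-25), 70uM AcCoA, 50uM ThioGlo1. Read Ex340/Em540 at t=0 (autofluorescence flag) and t=20 min.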
# N370S GC mod: qHTS Assay for Inhibitors and Activators of N370S glucocerebrosidase as a Potential Chaperone Treatment of Gaucher Disease; Lysosomal acid glucosylceramidase (Homo sapiens), P04062; N370S GC spleen homogenate, 4MU-glucoside fluorescence; Potency, µM (doses to about 59.4 µM), for the others: top-dose activity change, negative = inhibition, usual class: inhibitors; hit rate 0.092% among 330,000; AID 2101, 2009;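 also: 0% = full enzyme activity and -100% = no enzyme basal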
# FEN1 inh: qHTS Assay for the Inhibitors of Human Flap endonuclease 1 (FEN1); P39748; Recombinant FEN1 flap cleavage, fluorescence, 15 min; Potency, µM (highest dose often 114 µM), for inactives: at the highest dose activity change, negative = inhibition, usual class: inhibitors; hit rate 0.35% among 390,000; also: nearly all actives have a fitted effect of over 65% in size
# Target sequence (P39748 whole entry, looked up): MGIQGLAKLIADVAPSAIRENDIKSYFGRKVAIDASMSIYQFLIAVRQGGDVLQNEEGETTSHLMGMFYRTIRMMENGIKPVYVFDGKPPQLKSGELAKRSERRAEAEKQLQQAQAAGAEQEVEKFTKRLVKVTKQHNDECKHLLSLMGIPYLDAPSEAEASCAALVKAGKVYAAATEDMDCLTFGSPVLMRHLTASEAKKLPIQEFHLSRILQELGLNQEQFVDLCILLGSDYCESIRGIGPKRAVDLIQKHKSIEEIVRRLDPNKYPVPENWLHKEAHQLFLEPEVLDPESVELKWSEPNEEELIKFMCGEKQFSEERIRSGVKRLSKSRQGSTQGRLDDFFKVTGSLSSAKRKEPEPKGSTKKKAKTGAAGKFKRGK
#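 Quantitative HTS format: each compound was titrated, incubated with 10 nM nuclease for 15 min at room temperature, then challenged with flap substrate at 50 nM final. Signal change over 15 min gave concentration–effect curves.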
# Active calls of the source: *; ? = inconclusive; · = not tested or not shown; & = joins results of further samples; [ ] = another dose, or the depositor's remark. Calls follow the shape of the dose curve; as a rule, active = well fitted curve in the direction sought with a large enough effect; inconclusive = small, poorly fitted or top-dose-only effect, or another doubt; inactive = no such curve, though single readings can be large; an effect the other way counts as inactive or inconclusive. Unless noted, % is scaled to controls: 0 for no effect and ±100 for the full control effect; potency is read from the fitted curve at half-maximal effect. Not a hit list; about 0.54% have a hit in one of these screens.
GCN5L2 inh	N370S GC mod	FEN1 inh	canonical_smiles
-6%	-1%	-2%	COc1ccccc1N(CC(=O)NC1CCCC1)C(=O)CCC(=O)Nc1cc(C)on1
-10%	-5%	-3%	Cc1ccc(-c2ccc(=O)n(CC(=O)Nc3cccc(C(=O)N4CCN(C)CC4)c3)n2)cc1
2%	·	-1%	COc1ccc(C)cc1NS(=O)(=O)c1c(C(=O)N2CCC(C)CC2)c(C)n(C)c1C
-2%	1%	0%	O=C(COc1ccccc1Cl)NC(=O)NC1CCCC1
-2%	3%	7%	COC(=O)CSc1nc(N2CCOCC2)c2c(c1C#N)CCCC2
-6%	-3%	39%[activator]	COc1ccccc1N1CCN(C(=O)CNC(=O)c2cn(-c3ccccc3OC)c(=O)c3ccccc23)CC1
-11%	2%	·	CC(CCC(=O)O)C1CCC2C3C(O)C[C@@H]4CC(O)CC[C@@]4(C)C3CC(O)[C@]12C (stereo partly drawn)
16%	-1%	·	O=C(O)[C@@]1(CCCCCCOc2ccc(Cl)cc2)CO1
-3%	-5%	-6%&-16%	CCCN(CCC)c1nc(C#N)nc(N(CCC)CCC)n1
-7%	-5%	0%	Cc1nonc1OCCCNc1ccc([N+](=O)[O-])cc1Cl
-22%	16%	·	O=C(Oc1ccccc1)N1CCC2(CCCN(c3ccccc3)C2)CC1
-4%	-15%	5%	CC(C)(C)c1ncc(S(=O)(=O)c2ccc(C(F)(F)F)cn2)c(N)n1
1%	-17%	·	O=C(NCCCN1CCCCCC1)C(c1ccccc1)C1CCCCC1 (stereo not drawn)
-8%	26%	20%	Cc1ccc(S(=O)(=O)N2CCOC23CCN(C(=O)c2cc(Cl)ccc2Cl)CC3)cc1
-6%	?	-9%	Cc1cccc(Nc2nnc(SC/C(O)=C(\C#N)c3nc4ccccc4[nH]3)s2)c1C

# Sorted by value in FEN1 inh (high to low): 3 of the compounds above
mol,GCN5L2 inh,N370S GC mod,FEN1 inh
Cc1ccc(S(=O)(=O)N2CCOC23CCN(C(=O)c2cc(Cl)ccc2Cl)CC3)cc1,-8%,26%,20%
O=C(COc1ccccc1Cl)NC(=O)NC1CCCC1,-2%,1%,0%
COc1ccc(C)cc1NS(=O)(=O)c1c(C(=O)N2CCC(C)CC2)c(C)n(C)c1C,2%,·,-1%

# Other structures follow.
GCN5L2 inh	N370S GC mod	FEN1 inh	canonical_smiles
-2%	1%	-1%	CC(=O)Nc1ccc(S(=O)(=O)NC2=NCN(CCOC(=O)c3ccccc3)CN2)cc1
-9%	0%	-2%	O=C(Nc1cccc([N+](=O)[O-])c1)Nc1ccc(Cl)cn1
-6%	·	11%	CCOc1ccc(CCNC(=O)c2cc(=O)[nH]c3ccc(S(=O)(=O)N4CCCCC4)cc23)cc1OCC
2%	?	0%	O=C(COC(=O)c1ccccc1S(=O)(=O)N1CCCCC1)NCC(F)(F)F
2%	13%	7%	CCOC(=O)c1c(C)[nH]c(C(=O)C(C)OC(=O)c2oc3ccccc3c2COC)c1C (stereo not drawn)
-6%	·	11%	CCOc1ccccc1CNCCSc1nnnn1C
12%[21.4 µM]	6%[21.6 µM]	·	COc1cc(=O)n(C)c2c(OC[C@@H](O)C(C)(C)O)cccc12
-18%	?	17%	Cc1oc2c(CN3CCCCC3C)c(O)ccc2c(=O)c1-c1ccccc1 (stereo not drawn)
0%	-19%	14%	COc1ccc(N(C(C)=O)c2nc(C)cc(C)c2C#N)c(OC)c1
-11%	1%	-14%	CCOC(=O)N1CCC(N2C(=O)c3ccccc3C2Nc2ccc3c(c2)OCCO3)CC1 (stereo not drawn)
-1%	·	4%	CCCn1nc(C(=O)N2CCc3ccccc32)c2ccccc2c1=O
-3%	-29%	-1%	CC1=C(C(=O)OC(C)C)C(c2cn(-c3ccccc3)nc2-c2cccs2)NC(=O)N1 (stereo not drawn)
2%	·	-2%	CCOc1ccc2nc(N3CCCC(C(=O)Nc4ccccc4CC)C3)sc2c1 (stereo not drawn)
-6%	·	18%	Cc1cccnc1NC(=O)CSc1ccc2c(c1)OCCO2
-5%&-1%	-4%	6%&-12%	CC(=O)c1ccc(N2CCN(C(=O)Nc3cccc(F)c3)CC2)cc1
-5%	2%	11%	O=C(Cn1c(=O)oc2ccccc21)Nc1ccccc1Cl
-16%	?	-7%	CCCCNc1c(-c2cccc(-c3cc(C(C)=O)cs3)c2)nc2cc(C)ccn12
-3%	·	-14%	Cc1ccccc1CN1C(=O)c2ccccc2Sc2ccc(C(=O)NC3CCCCC3)cc21
-5%	·	-1%	CCOC(=O)c1ccccc1NC(=O)Cn1c(=O)n(CCCC(=O)NCc2ccc3c(c2)OCO3)c(=O)c2ccccc21
-6%	-4%	-5%	COc1ccc(-c2cc(C)no2)cc1S(=O)(=O)NCCCN(C)Cc1ccccc1
40%[activator]	?	-15%	Clc1ccc2nc(-c3ccncc3)cc(-c3ccccc3)c2c1
2%	-20%	-1%	CN(C)CCn1c(N)nc2ccccc21
-3%	-5%	6%	S=C(NCc1ccc2c(c1)OCO2)NC1CC1
-9%	·	1%	Cc1cc(Br)ccc1NC(=O)c1cc2c(s1)-c1ccccc1SC2
-20%	0%	11%	CC(C)C(C(=O)Nc1ccc(S(=O)(=O)N2CCOCC2)cc1)N1C(=O)c2ccccc2C1=O (stereo not drawn)
-4%	-6%	-5%	CCCCOc1ccc(/C=C/C(=O)OCC(=O)N2CC(=O)Nc3ccccc32)cc1OCC
-7%	2%	-18%	Cc1[nH]nc(-c2ccc(O)c(C)c2O)c1-c1cnn(-c2ccccc2)c1
0%	-14%	3%	CN(C)CCCNC(=S)N1CCn2c(nc3ccccc32)C1
-4%	-1%	11%	CCOc1cc(-c2nc(C)c(C(C)=O)n2O)ccc1OCC(=O)Nc1ccccc1
-7%	-5%	-5%	CC(C)c1ccc(NC2CCCN(C(=O)c3cccnc3)C2)cc1 (stereo not drawn)

# One compound at a time, from the list above. Values in the order: GCN5L2 inh, N370S GC mod, FEN1 inh
# Results for Cc1ccc(-c2ccc(=O)n(CC(=O)Nc3cccc(C(=O)N4CCN(C)CC4)c3)n2)cc1 = -10%, -5%, -3%
# Results for CC(CCC(=O)O)C1CCC2C3C(O)C[C@@H]4CC(O)CC[C@@]4(C)C3CC(O)[C@]12C (stereo partly drawn) = -11%, 2%, ·
# Results for Cc1nonc1OCCCNc1ccc([N+](=O)[O-])cc1Cl = -7%, -5%, 0%

# (more compounds)
GCN5L2 inh	N370S GC mod	FEN1 inh	canonical_smiles
-6%	0%	-22%	Nc1nonc1C(=O)NCCN=Cc1cc(Cc2ccccc2)cc(Br)c1O
-15%	8%	2%	COc1cc(SC)ccc1C(=O)Nc1ccc(C)cc1
-22%	-29%	-3%	CN1CCN(S(=O)(=O)c2ccc(NC(=O)Nc3cccc(Cl)c3)cc2)CC1
-3%	·	-2%	Cc1nn(C)c2c1c(C(F)(F)F)cc(=O)n2CC(=O)N1CCCCC1
7%	-4%	-15%	COc1cc(NC(=O)Cc2c(C(=O)O)[nH]c3ccccc23)cc(OC)c1OC
3%	-11%	0%	Cc1ccc(-n2c(SCC(=O)NCCN3C(=O)CSC3=O)nnc2-c2cccc(C)c2)cc1
-6%	·	2%	Cc1ccccc1C(=O)n1nc(-c2cccnc2)nc1NCc1ccccc1
-2%	·	-3%	CN(C)CCCNC(=O)C[C@H]1C[C@H](C(=O)N2CCOCC2)[C@@]2(C)c3[nH]c4cc(-c5ccco5)ccc4c3CCN2C1=O
-8%	-3%	-1%	CCOC(=O)C(CC)/C(C)=N/NC(=O)c1ccccc1[N+](=O)[O-] (stereo not drawn)
-3%	4%	-5%	COc1ccc(Nc2nc(C)cc(=O)[nH]2)c(OC)c1
-5%	11%	-2%	COc1ccccc1-c1cc(C(F)(F)F)nc(N2CCN(c3ccc(F)cc3)CC2)n1
-1%	·	-13%	CCOC(=O)c1cc(-c2ccccc2)n(CCCC(=O)Nc2ccc(CC)cc2)c1C
-11%	0%	16%	O=C(O)CNC(=O)c1ccccc1Br
18%	-4%	10%	Cc1nn(C(C)C(=O)N2CCCCC2)c(=O)c2c1sc1ccccc12 (stereo not drawn)
-4%	-2%	-10%	CCc1nnc(NC(=O)CSc2nnc(CNc3cccc(C)c3)n2-c2ccccc2)s1
-1%	6%	1%	Cc1cccc(Oc2ccc(C(=O)NC3CCSC3=O)cn2)c1C (stereo not drawn)
-14%	-10%	-1%	O=C(CCCN1C(=O)/C(=C\c2cccs2)SC1=S)NNC(=O)c1cccnc1
4%	·	-5%	O=C(CSc1nnnn1-c1ccccc1)NC(=O)Cc1ccccc1
-3%	-7%	-1%	COC(=O)c1ccc(CNC(=O)CCc2c[nH]c3ccccc23)cc1
1%	·	6%	CCN(C(=O)CSc1n[nH]c(N)n1)C1CCCCC1
-17%	27%	-17%	Cc1ccc(C(=O)N2CCN(C3c4cccc5cccc(c45)C3NS(=O)(=O)c3ccccc3)CC2)cc1 (stereo not drawn)
-7%	?	-24%	CCOC(=O)c1ccccc1NC(=O)c1ccc2c(=O)n3c(nc2c1)CCCCC3
-3%	-6%	-4%	COc1cc(C(=O)Nc2ccc(C(F)(F)F)cc2)ccc1OCC(=O)N1CCOCC1
-1%	-6%	-1%	Cc1ccc(NC(=O)CCC2CC(C)(C)OC2=O)cc1 (stereo not drawn)
20%	6%	3%	C=CCN1C(=O)C(CC(=O)Nc2ccccc2)SC1=Nc1ccc(S(N)(=O)=O)cc1 (stereo not drawn)
-11%	-8%	0%	COc1ccc(C(C)=O)cc1COC(=O)CCC(=O)N(CC(C)C)c1c(N)n(CC(C)C)c(=O)[nH]c1=O
-6%	·	0%	C=CC[C@@H](CC(=O)N(CCO)Cc1ccccc1)C(=O)NC[C@@H](OC(=O)[C@@H](CC=C)CC(=O)OC(C)(C)C)c1ccccc1
-3%	5%	·	CC(C)CN1CC2(CCN(C(=O)c3ccco3)CC2)C1
·	-1%	-16%	OCCN(Cc1ccccc1)Cc1cccc(C(F)(F)F)c1
-9%	·	24%	CCCCNC(=O)CCn1c(=O)c2ccccc2n(Cc2ccccc2C#N)c1=O

# Some of the entries so far, with values under each structure:
# The line under a structure holds: GCN5L2 inh, N370S GC mod, FEN1 inh
> COc1ccc(Nc2nc(C)cc(=O)[nH]2)c(OC)c1
    -3%, 4%, -5%
> COc1ccccc1-c1cc(C(F)(F)F)nc(N2CCN(c3ccc(F)cc3)CC2)n1
    -5%, 11%, -2%
> CCOC(=O)c1cc(-c2ccccc2)n(CCCC(=O)Nc2ccc(CC)cc2)c1C
    -1%, ·, -13%
> O=C(O)CNC(=O)c1ccccc1Br
    -11%, 0%, 16%
> Cc1nn(C(C)C(=O)N2CCCCC2)c(=O)c2c1sc1ccccc12 (stereo not drawn)
    18%, -4%, 10%

# Next entries.
GCN5L2 inh	N370S GC mod	FEN1 inh	canonical_smiles
-13%	-7%	1%	COc1cc(/C=C/C(=O)NCCc2ccc(S(N)(=O)=O)cc2)ccc1OCC#N
-2%	1%	7%	CC(=O)c1sc(NC(=O)CS(=O)(=O)c2ccccc2)nc1C
-1%	·	4%	Cc1nc2nc(NCc3ccc(Cl)cc3)[nH]n2c(=O)c1Cc1ccccc1
0%	·	-3%	COc1ccc(Br)c(C(=O)OCC(=O)NC2CC2)c1
0%	26%	-14%	COc1ccc(N(CC(=O)NCCC(C)C)C(=O)c2snc(C(=O)NC3CCCCC3)c2N)c(OC)c1
-2%	7%	-11%	Cc1ccc(CNC(=O)C(=O)Nc2nccs2)cc1
-3%	3%	-4%	CCN(CC)CCOC(=O)c1ccc(NC(=O)CCNC(=O)Cn2ccc3ccccc3c2=O)cc1
0%	-5%	-2%	CCOc1ccc(CN2CCNC(=O)C2CC(=O)NCCN2CCOC2=O)cc1 (stereo not drawn)
-3%	-2%	0%	Cc1ccc(C2(CC(=O)O)CCOC(C)(C)C2)cc1 (stereo not drawn)
0%	·	0%	Cc1ccccc1S(=O)Cc1ccc(C(=O)NCc2ccccc2Cl)o1 (stereo not drawn)
-8%	9%	8%	CCCCNC(=O)COC(=O)c1ccc(F)cc1Cl
-6%	·	13%	CCOc1ccc(/C=C/c2nc(C#N)c(N3CCCCCC3)o2)cc1
-13%	2%	-30%	CSCCC(NS(=O)(=O)c1ccc(Cl)cc1)C(=O)OCC(=O)N1CCCc2ccccc21 (stereo not drawn)
-2%	-5%	-7%	CCOc1ccc(S(=O)(=O)NCCC(=O)NC(C)CCc2ccccc2)cc1 (stereo not drawn)
3%[12.7 µM]	2%[12.8 µM]	·	CCCC[C@]12Cc3cc(C#N)ccc3C(O1)c1c(c3ccccc3oc1=O)O2
-1%	-3%	1%	CS(=O)(=O)N(CC(=O)NCc1ccccn1)c1ccc2c(c1)OCCO2
1%	-14%	?	CN1CCN(C2=Nc3c(Cl)cc(Cl)c4cccc2c34)CC1
0%	-16%	-4%	Cc1cc(C(=O)Nc2c(F)cc(F)cc2Br)cs1
-7%	0%	2%	COC(=O)C1=C(C)Nc2c(c(=O)n(C)c(=O)n2C)C1c1ccc(C)cc1 (stereo not drawn)
-9%	3%	-23%	Cc1cccc(-c2csc(N)c2C(=O)OC(C)C)c1
